# Gli-Sufu block – antagonists of Gli-Sufu signaling | 340,000 compounds, 0.74% hits | Sufu-KO-LIGHT fibroblasts, Gli luciferase reporter luminescence | AID 588413 | inhibition, % at 5 µM;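 active = inhibition above about 55%, limit read from the data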;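 also: 0% = DMSO-treated cells and 100% = wells with medium but no cells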
# HKDC1 inhibitor – HKDC1 (human) hexokinase inhibition; inhibition, % at 20 µM; 340,000 compounds, 0.16% hits; recombinant HKDC1, G6PDH/diaphorase resazurin coupled fluorescence; AID 493160; Q2TB90;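 active = inhibition above about 35% when tested at 20 µM, limit read from the data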;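 also: plate controls were DMSO wells with enzyme for no effect and DMSO wells lacking enzyme for full effect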
#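 Assay system: recombinant HKDC1 hexokinase; detection: coupled resazurin fluorescence, excitation 525 nm, emission 613 nm; benchmarks: DMSO-plus-enzyme-mix negative control, buffer-substituted positive control; compound dosing: single 20 µM dose; schedule: 90 min at room temperature in dark; also added: glucose plus 1 mM ATP as hexokinase substrates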
# 697 NFkB inh – inhibitors of the PMA/ionomycin-induced NF-kB reporter in 697 B cells. 697 B-cell NF-kB luciferase reporter, 16 h. inhibition, % at 4 µM. 330,000 compounds, 0.33% hits; in the data active = inhibition above about 35%
# Jurkat NFkB inh – lowers PMA/ionomycin-induced NF-kB signal in Jurkat cells; inhibition, % at 4 µM; 330,000 compounds, 0.53% hits; PMA/ionomycin-induced NF-kB luciferase reporter, luminescence
# Apaf1 inhib – inhibitors of human Apaf-1 apoptosome. AID 489030. reconstituted apoptosome caspase-3 activity, DEVD-Rh110 fluorescence. 330,000 compounds, 0.71% hits. inhibition, % at 20 µM. O14727; active = inhibition of at least 40% at 20 µM;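 also: plate controls were DMSO wells for no effect and DEVD-CHO caspase inhibitor wells for full effect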
#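 Material: cell-free apoptosome with Apaf-1, procaspase-3 and caspase-9; Buffer or medium: Hepes pH 7.5 with detergent and BSA; Reagent: cytochrome c trigger plus (Z-DEVD)2-Rh110 caspase-3 substrate; Times: compound with Apaf-1, dATP, procaspase-3 30 min, then 50 min reaction, room temperature; Technique: Rh110 fluorescence intensity.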
# UBC13 polyUb – inhibitors of human UBC13 polyubiquitin chain formation | P61088 | TR-FRET | inhibition, % at 20 µM | 330,000 compounds, 0.47% hits; in the data active = inhibition above about 45%, passing the limit was not always enough; inconclusive = no clear call, values can overlap the other calls
# Target sequence (P61088 whole entry, looked up): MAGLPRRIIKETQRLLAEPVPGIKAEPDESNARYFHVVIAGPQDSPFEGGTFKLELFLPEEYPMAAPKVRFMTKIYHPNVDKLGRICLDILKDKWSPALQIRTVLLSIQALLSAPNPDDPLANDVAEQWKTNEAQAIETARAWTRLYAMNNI
# SENP8 block – inhibitors of human SENP8 protease; inhibition, % at 10 µM; purified SENP8, Z-RLRGG-aminoluciferin cleavage, luminescence; 330,000 compounds, 1.2% hits; Q96LD8
# Target sequence (Q96LD8 whole entry, looked up): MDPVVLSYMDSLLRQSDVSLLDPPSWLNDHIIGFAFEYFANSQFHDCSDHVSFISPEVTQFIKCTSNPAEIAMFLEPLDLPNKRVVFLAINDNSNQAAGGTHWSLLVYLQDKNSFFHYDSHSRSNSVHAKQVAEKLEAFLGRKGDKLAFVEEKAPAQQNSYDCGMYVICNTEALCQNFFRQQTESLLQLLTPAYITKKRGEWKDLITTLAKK
# SENP7 block – blocks the human protease SENP7. 330,000 compounds, 1.5% hits. inhibition, % at 5 µM. Q9BQF6. recombinant SENP7, Z-RLRGG-aminoluciferin luminescence, 40 min. AID 434973;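 active = inhibition above about 50% at the single test dose, limit read from the data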;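 also: plate controls were DMSO with enzyme for no effect and no enzyme buffer wells for full effect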
# Target sequence (Q9BQF6 706-1050 limits assumed): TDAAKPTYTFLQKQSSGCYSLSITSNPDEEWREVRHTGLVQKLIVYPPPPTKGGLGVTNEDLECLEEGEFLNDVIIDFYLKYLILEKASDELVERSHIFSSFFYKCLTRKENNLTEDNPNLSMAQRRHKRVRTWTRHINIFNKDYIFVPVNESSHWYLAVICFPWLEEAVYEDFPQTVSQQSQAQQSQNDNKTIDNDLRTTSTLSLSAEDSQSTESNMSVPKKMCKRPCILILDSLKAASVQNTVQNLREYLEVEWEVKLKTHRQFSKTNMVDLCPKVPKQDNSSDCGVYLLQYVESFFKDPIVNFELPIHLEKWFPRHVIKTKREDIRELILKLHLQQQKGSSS
# Starred values were filed as active, the others as inactive; ? = inconclusive; nt = not tested or not shown. Rule as the data show it, unless noted: active = inhibition above about 50%; inactive = the rest. Not a hit list. Share with any hit: about 3.6%.
SMILES,Gli-Sufu block,HKDC1 inhibitor,697 NFkB inh,Jurkat NFkB inh,Apaf1 inhib,UBC13 polyUb,SENP8 block,SENP7 block
CCN(Cc1ccccc1)c1ccc(/C=N/N2CCOCC2)cc1,-29,2,-1,-3,0,1,2,6
Cc1ccccc1OCCCC(=O)Nc1nccs1,2,-9,-4,-2,12,-9,-6,-9
c1ccc(N2CCN(c3ncnc4scc(-c5cccs5)c34)CC2)cc1,17,3,-23,7,-6,6,5,2
O=C(O)c1cccc2[nH]c(C(F)(F)F)nc12,21,1,8,-15,2,-14,-6,-5
Cn1nnnc1SCC(=O)Nc1ccccc1C(=O)NCc1ccccc1,-3,3,12,19,-20,11,-7,-2
CC[n+]1c(C)n(-c2ccccc2)c2ccc(C(=O)OC)cc21,3,-5,-9,10,-4,-1,1,10
COC(=O)C(CCCCNC(=O)OCc1ccccc1)NC(=O)CN (centres undefined),0,1,19,6,-10,6,0,2
O=C(CCCC(=O)Nc1cccnc1)Nc1cccnc1,-1,-7,17,6,-6,2,1,7
CC(=O)N1N=C(c2ccc(NS(C)(=O)=O)cc2)CC1c1ccc2nccnc2c1 (centres undefined),8,-6,11,-2,-1,-14,-4,-3
COc1cc(C)ccc1OCC(=O)OCC(=O)c1ccc[nH]1,14,-7,5,7,-7,-6,6,1
Cc1ccc(NC(=O)C2CCN(C(=O)NC3CCCCC3)CC2)c(C)c1,6,-5,3,5,3,5,-1,-3
C/C(=N\NC(=O)C1CC1)c1ccc(OC(F)F)cc1,-6,-2,0,-26,1,4,-1,-2
COc1cc(CNn2cn[nH]c2=S)ccc1OCC(=O)NC(C)(C)C,-20,-5,0,-14,-13,5,-4,-6
COc1ccc(CN2CCNC(=O)C2CC(=O)N(C)CCc2cnn(C)c2)c(F)c1 (centres undefined),-21,-3,-24,3,11,-6,-5,8
Clc1cccc(CSc2ccc(-c3ccco3)nn2)c1,-12,-1,10,7,4,15,-23,-8
CCCN(CCC)CCCNC(=O)c1cn(CC)c2ccc(S(=O)(=O)N3CCOCC3)cc2c1=O,0,-1,6,-4,-9,-6,-4,9
COc1ccc(CC(C)CC(=O)NCCc2ccc(OC)c(OC)c2)cc1 (centres undefined),1,-4,2,-4,3,-6,-12,-11
O=C(Cn1nc([N+](=O)[O-])nc1Br)NC1CCCCC1,-9,0,-9,3,3,0,8,8
COc1ccccc1C1CC(=O)Oc2ccc(C(C)(C)C)cc21 (centres undefined),0,0,-5,nt,37,nt,nt,-7
CC1(C)CC2CC(C)(CN2S(=O)(=O)c2ccc(F)cc2F)C1 (centres undefined),3,-1,-10,4,10,11,11,-5
O=C(Cn1cncn1)N/N=C/c1ccccc1Cl,3,-4,-18,10,-13,-10,-4,1
COc1ccc2c(CC(=O)N[C@@H](Cc3c[nH]c4ccccc34)C(=O)O)cc(=O)oc2c1,nt,2,-4,-6,9,-2,-10,-4
C=CCNC(=O)C1=NN(c2c(F)c(F)cc(F)c2F)C(=O)CC1,0,-4,11,-4,-2,4,-3,-7
CCOc1cccc2sc(=NC(=O)c3ccc(S(=O)(=O)N4CCOCC4)cc3)n(C)c12,-5,-13,-40,-11,14,?,5,4
CCN1CCN(CC(=O)Nc2ccc(C(C)=O)cc2)CC1,28,-1,15,-28,3,6,-5,9

# Random excerpt: 3 compounds from above.
SMILES,Gli-Sufu block,HKDC1 inhibitor,697 NFkB inh,Jurkat NFkB inh,Apaf1 inhib,UBC13 polyUb,SENP8 block,SENP7 block
O=C(Cn1nc([N+](=O)[O-])nc1Br)NC1CCCCC1,-9,0,-9,3,3,0,8,8
Cn1nnnc1SCC(=O)Nc1ccccc1C(=O)NCc1ccccc1,-3,3,12,19,-20,11,-7,-2
CC(=O)N1N=C(c2ccc(NS(C)(=O)=O)cc2)CC1c1ccc2nccnc2c1 (centres undefined),8,-6,11,-2,-1,-14,-4,-3

# As a working copy, some entries already given:
SMILES,Gli-Sufu block,HKDC1 inhibitor,697 NFkB inh,Jurkat NFkB inh,Apaf1 inhib,UBC13 polyUb,SENP8 block,SENP7 block
CCN(Cc1ccccc1)c1ccc(/C=N/N2CCOCC2)cc1,-29,2,-1,-3,0,1,2,6
Cc1ccccc1OCCCC(=O)Nc1nccs1,2,-9,-4,-2,12,-9,-6,-9
c1ccc(N2CCN(c3ncnc4scc(-c5cccs5)c34)CC2)cc1,17,3,-23,7,-6,6,5,2
O=C(O)c1cccc2[nH]c(C(F)(F)F)nc12,21,1,8,-15,2,-14,-6,-5
Cn1nnnc1SCC(=O)Nc1ccccc1C(=O)NCc1ccccc1,-3,3,12,19,-20,11,-7,-2

# Next section:
SMILES,Gli-Sufu block,HKDC1 inhibitor,697 NFkB inh,Jurkat NFkB inh,Apaf1 inhib,UBC13 polyUb,SENP8 block,SENP7 block
Cc1noc(C)c1C(=O)Nc1nc(-c2ccc(F)c(F)c2)cs1,-7,-1,-10,-8,0,10,-6,-1
Cc1onc(-c2ccc(Cl)cc2)c1-c1ccnc(SCC(=O)Nc2cc(Cl)cc(Cl)c2)n1,12,3,12,1,-2,-4,-4,-2
CCOC(=O)Cn1nc(-c2ccccc2)c2cnc3ccc(C)cc3c21,10,-2,-15,-1,1,10,7,5
O=C(C[n+]1ccccc1)Nc1ccccc1,11,3,13,4,-14,-2,2,7
CCS(=O)(=O)Nc1cc2c3c(c1)CCC(=O)N3CCC2,6,-4,-1,1,-5,2,-1,3
C[C@H]1CN([C@@H](C)CO)C(=O)Cc2cc(NC(=O)CCN3CCOCC3)ccc2O[C@@H]1CN(C)Cc1ccc(Oc2ccccc2)cc1,8,3,-16,-12,12,36,-3,6
COc1ccc2c(c1)c1nc3ccccc3nc1n2CCCN1C(=O)c2ccccc2C1=O,12,-7,11,2,-5,-21,-5,4
COc1ccc(/C=N/NC(=O)c2nc(-c3ccccc3)cc(-c3ccccc3)n2)cc1OC,8,-4,-26,2,21,-16,1,6
CC1CCCCC1Nc1nc2ccc(Cl)cc2n2cnnc12 (centres undefined),4,1,-14,-10,25,0,-8,0
CSc1ncccc1C(=O)OCC(=O)N1CCN(S(=O)(=O)c2ccc(C)cc2C)CC1,-4,-5,23,9,16,1,2,1
COc1ccc(NC(=S)NC(=O)c2ccc3c(c2)OCCO3)cc1,-95,1,-102,-100,8,14,-8,-22
CCOC(=O)c1ccc(NC(=O)CC2C(=O)N(c3ccc(F)cc3)C(=O)N2CCCOC)cc1 (centres undefined),7,-3,-12,-16,-1,-7,-2,-5
COc1cccc(CN2CCC(N(CCc3ccccc3)Cc3ccccc3)CC2)c1OC,18,-8,-29,1,21,6,-2,-1
O=C(NCCCn1ccnc1)C(=O)NCC(c1cccnc1)N1CCN(c2ccccc2)CC1 (centres undefined),-6,1,1,6,2,-10,-12,-16
CCOC(=O)CSc1nnc(CNC(=O)c2cccc(C)c2)n1C,4,-8,20,-6,-10,5,3,-3
CC(C)c1ccc(C2=NN(c3ccccc3)C(=O)CC2)cc1,-5,-5,-10,-6,1,6,1,6
Cc1nc(SCC(=O)NC(=O)NC(C)C)nc(C)c1C,0,-2,18,2,-6,-7,2,11
CC1=C(C(=O)OC2CCCCC2)C(c2ccccc2F)NC(=O)N1 (centres undefined),-18,6,-17,0,11,6,-12,-5
CN(C)S(=O)(=O)Oc1ccsc1C(=O)Nc1ccc(Br)cc1,5,-8,13,-5,5,10,6,-1
COc1cccc(CN2CCN(S(=O)(=O)c3ccccc3)CC2)c1OC,7,-4,11,-14,-15,6,3,-5
CCCCOc1ccc(C(=O)N2CC(C)OC(C)C2)cc1 (centres undefined),1,-6,-17,7,-8,3,1,-1
COc1ccc(CN2C(=O)c3ccccc3C2=O)cc1C(=O)N(C)CC(=O)Nc1c(C)cccc1C,-3,-1,5,4,0,5,5,7
O=C1NC(=O)C2C1C(c1ccccc1)N1C3C(=O)NC(=O)C3C(c3ccccc3)N21 (centres undefined),-1,-2,0,4,-3,-1,4,5
CCN1CCCC1CNC(=O)c1ccc2c(c1)N(Cc1ccccc1F)C(=O)c1ccccc1S2(=O)=O (centres undefined),27,0,-14,-15,7,6,-9,7
CS(=O)(=O)c1ccc(NC(=O)CCN2C(=O)C3CCCCC3C2=O)cc1 (centres undefined),-21,-7,20,1,-10,4,5,3

# Additional entries
SMILES,Gli-Sufu block,HKDC1 inhibitor,697 NFkB inh,Jurkat NFkB inh,Apaf1 inhib,UBC13 polyUb,SENP8 block,SENP7 block
CN(c1ccc(C(=O)NCCc2ccccc2)cc1)S(C)(=O)=O,-58,-14,-90,-99,-6,2,-4,55*
O=C(CSc1ncnc2c1cnn2-c1ccc(F)cc1)NC1CCCC1,13,1,-59,8,6,?,13,24
COc1cccc(-c2csc(N3CCN(C(=S)Nc4ccccc4Cl)CC3)n2)c1,1,2,1,-44,16,4,-6,-10
COc1ccc(NC(=O)C(=O)NCC2CCCN2S(=O)(=O)c2ccc(C)cc2)cc1 (centres undefined),69*,nt,-170,76*,14,5,6,1
Cn1c(Nc2ccccc2)nc2ccccc21,3,-6,-4,-12,-4,0,-8,1
O=C(c1cc2ncc(CCCl)cn2n1)N1CCCCCC1,-15,-8,-18,2,-2,-8,-9,-5
COc1ccc(Nc2ccc(C(=O)O)cc2[N+](=O)[O-])cc1,1,7,15,-4,-64,-39,0,7
O=C(C(=O)N1CCCc2ccccc21)c1cn(CC(=O)N2CCOCC2)c2ccccc12,9,-2,-3,-10,-3,-13,-11,3
CS(=O)(=O)N(CC(=O)Nc1ccc2c(c1)OCO2)Cc1ccc(Cl)cc1,-12,-1,-2,-12,11,-11,-6,2
COc1ccc(CNC(=O)CCCCCNc2nc(=S)[nH]c3ccccc23)cc1,9,3,24,-4,0,5,0,-3
Cc1ccc(-n2nc(C)c3c2OC(N)=C(C#N)C3c2ccco2)cc1 (centres undefined),7,-3,5,-6,8,-33,-8,-3
COC(=O)/C=C(\C)N=Nc1c(O)[nH]c2ccccc12,7,-2,8,8,-8,7,-2,4
COc1ccc(NC(=O)CN(C)C(=O)c2ccc3c(c2)NC(=O)CS3)cc1,6,-4,16,-4,-9,-8,10,1
CCOc1ccc(C(C)NC(=O)C2CCC2)cc1 (centres undefined),-7,-15,18,15,-2,8,1,-6
CC(C)(C)NC(=O)COc1ccc(CNCCc2ccccc2)cc1,24,14,-3,1,-4,5,-2,9
O=C(CN1C(=O)NC2NC(=O)NC21)NN=C1CCCC1 (centres undefined),-3,-7,0,-7,-5,3,-1,-4
COc1cc(/C=N/NC(=O)CCC(=O)Nc2ccc(C)cc2)ccc1O,1,-18,13,-7,0,0,-7,6
O=C(NNC(=O)c1ccc(Br)s1)c1cccc(Cl)c1,-14,-4,5,-2,-1,-9,-11,3
CCCOc1ccc(C2=CSC3=NCCN23)cc1Cl,8,6,-25,-11,4,3,-26,-1
CCNC(=O)c1cccc(S(=O)(=O)N2CCCCCC2)c1,-5,-7,-35,-17,-1,-6,1,6
COc1ccc(C(=O)N2CCc3[nH]nc(-c4ccccc4)c3C2)cc1,44,2,13,-4,1,-2,-1,6
c1ccc(CCc2nn3c(Cn4cnc5ccccc54)nnc3s2)cc1,13,-16,-22,6,-21,5,-1,-4
Cc1c(NC(=O)COC(=O)c2cc(-c3cccc4ccccc34)nc3ccccc23)c(=O)n(-c2ccccc2)n1C,-6,-2,4,-19,13,-21,-17,-4
COc1cc(NC(=O)COc2ccc(-n3ccnc3)cc2)cc(OC)c1,-7,0,-36,-4,22,-18,-2,-2
O=C(O)c1ccc(N/N=C/c2cc3ccccc3nc2Cl)cc1,-37,3,-151,-12,-5,21,10,6
COC(=O)c1[nH]c2cc(C)ccc2c1NC(=O)CN1CCCc2ccccc21,15,-1,-28,-20,-5,-6,-10,0
COc1cccc(OC)c1C(=O)N=c1sc2cc(S(C)(=O)=O)ccc2n1C,8,-9,12,-10,-8,1,2,5

# Source: PubChem BioAssay (Sanford-Burnham Center for Chemical Genomics)
